Compound activity as filed in PubChem BioAssay.
15-hLO inh – blocks human 15-lipoxygenase activity | purified 15hLO-1, xylenol orange hydroperoxide absorbance | 74,000 compounds, 1.4% hits | AID 887 | P16050 | Potency, µM (series often up to 57.1 µM), without a hit: at the top dose activity change, negative = inhibition, usual class: inhibitors; further: potency means the concentration at half of the fitted maximal effect; on the % scale 0 is the no-effect control and ±100 the full control effect; nearly all actives have a fitted effect of over 55% in size
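40 nM 15hLO-1 + cpd, 15 min RT; start w/ 50 uM AA (final), 6 min RT; stop/detect w/ 200 uM XO + 300 uM Fe(II) in 50 mM H2SO4, 30 min; A573/A405. Buffer 25 mM Hepes pH 7.5, 0.01% Triton X-100. No-enzyme wells as negative control.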
Texas Red fluor – Texas Red region autofluorescence | Compound fluorescence, Texas Red channel, 547/618 nm; stronger effect = higher value | max dye-equivalent concentration, M | 59,000 compounds, 0.06% hits; in the data active means max dye-equivalent concentration above about 10 nM; inconclusive means between about 1.1 nM and that limit
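Dye-equivalent concentrations come from scaling compound signal (ex 547, em 618 nm) to six Texas Red standard concentrations run on every plate, after 15 min room-temperature incubation in pH 8.0 Tris (100 mM).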
Rhodamine fluor – compound autofluorescence in rhodamine spectral region | max dye-equivalent concentration, M | 59,000 compounds, 0.05% hits | AID 594 | Rhodamine-region fluorescence, 547/598 nm, Tris buffer; stronger effect = higher value; in the data active means max dye-equivalent concentration above about 11 nM; inconclusive means between about 1.1 nM and that limit
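Steps: pin-transfer compounds into pH 8.0 Tris (100 mM), hold 15 min at room temperature, image with a 547/598 nm filter pair, and convert intensities to rhodamine-equivalent concentration using a six-point on-plate rhodamine series.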
HADH2 inh – HADH2 (human) dehydrogenase inhibition; Potency, µM (top dose mostly 57.1 µM), for the others: at the highest dose activity change, negative = inhibition, actives largely listed as inhibitors; AID 886; 73,000 compounds, 3.4% hits; recombinant HADH2, NADH fluorescence, beta-hydroxybutyryl-CoA; further: potency means the concentration at half of the fitted maximal effect; on the % scale 0 is the no-effect control and ±100 the full control effect; nearly all actives have a fitted effect of over 60% in size; many of its hits are not listed in these tables
Target sequence (Q99714 whole entry, looked up, one chain of several): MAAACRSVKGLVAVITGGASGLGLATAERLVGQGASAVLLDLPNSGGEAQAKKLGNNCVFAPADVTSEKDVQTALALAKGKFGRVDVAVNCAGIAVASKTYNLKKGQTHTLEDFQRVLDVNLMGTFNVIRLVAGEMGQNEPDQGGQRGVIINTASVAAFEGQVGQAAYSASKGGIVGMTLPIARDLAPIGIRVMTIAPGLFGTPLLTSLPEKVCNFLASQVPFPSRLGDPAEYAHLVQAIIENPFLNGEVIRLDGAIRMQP
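His-tagged recombinant enzyme from E. coli, 20 nM, preincubated 15 min RT with compound; reaction started with 1 mM NAD+ and 90 uM beta-hydroxybutyryl-CoA in 100 mM Tris-HCl pH 9.0. NADH fluorescence (ex 360/em 450) read over 4 min; last-minus-first difference.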
ERK AVP inh – blocks ERK signaling stimulated by vasopressin; HEK293-V1b, vasopressin-stimulated pERK AlphaScreen; 72,000 compounds, 0.99% hits; Potency, µM (top dose mostly 57.5 µM), for the others: at the top dose activity, negative = inhibition, most hits filed as inhibitors; AID 995; further: potency means the concentration at half of the fitted maximal effect; on the % scale 0 is the no-effect control and ±100 the full control effect; nearly all actives have a fitted effect of over 55% in size
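HEK293 cells stably expressing V1b receptor, seeded overnight in 1% FBS, were treated with compounds for 30 min at 37C, then stimulated 5 min with 25 nM vasopressin; phospho-ERK read by AlphaScreen SureFire after lysis.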
Tau filament bind – binders of human tau filaments; P10636; recombinant tau filaments, thioflavin S fluorescence, 15 h; filaments grown with octadecylsulfate alongside compound; Potency, µM (titrated, usually from 57.1 µM), without a hit: top-dose activity change, negative = inhibition; 71,000 compounds, 2% hits;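 further: potency means the concentration at half of the fitted maximal effect; on the % scale 0 is the no-effect control and ±100 the full control effect; actives lower thioflavin S fluorescence by blocking filaments or displacing dye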
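Quantitative HTS: thioflavine S signal from ODS-induced tau filaments, excited at 450 nm, emission 510 nm. Conditions: 1 uM tau, 30 uM ODS, 15 h at 37 C, pH 7.4.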
HBB splice mod – modulators of hemoglobin beta chain splicing; Potency, µM (highest dose often 46.1 µM), without a hit: at the highest dose activation, actives largely listed as activators; HBB splicing reporter cell assay, activation; EGFP reporter with mutant IVS2-654 intron; response scale: normalised to 500 nM splice-correcting PNA; AID 925; 65,000 compounds, 0.06% hits; further: potency means the concentration at half of the fitted maximal effect; 0% is about no effect
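Compounds were applied for 2 days to HeLa EGFP-654 cells, 500/well in Optimem with 2% FCS. The reporter's EGFP is disrupted by mis-splicing of beta-globin intron IVS2-654. Readout: summed well GFP fluorescence from 488 nm laser scanning; reference was 500 nM antisense […] 654 PNA.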
CRE Fsk mod – CRE-bla signaling modulation under forskolin stimulation. CHO CRE-bla reporter (cAMP response element driving beta-lactamase), forskolin EC10, beta-lactamase ratio. Potency, µM (doses to about 38.2 µM), without a hit: at the top dose activity change, negative = inhibition, usual class: activators. 71,000 compounds, 2.5% hits; active means well fitted activation curve with a large enough effect in the signal ratio, with a control signal flat, not every such curve was filed as active; inconclusive means small, poorly fitted or top-dose-only effect, or effect the other way, or a change in a side signal; the % refers to the signal ratio; further: potency means the concentration at half of the fitted maximal effect; % of control where 0% means no effect
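Beta-lactamase reporter under a cAMP responsive element in CHO cells; compounds tested in titration series against EC10 NKH 477, 3 h at 37 °C. Read-out: CCF4 FRET ratio 460nm/530nm (excitation 405nm) giving %Activity, fitted to AC50.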
DNA Pol III inh – inhibitors of bacterial DNA polymerase III holoenzyme; reconstituted DNA polymerase III holoenzyme replication, biochemical; Potency, µM (series often up to 57.1 µM), inactives show at the highest dose activity change, negative = inhibition; 71,000 compounds, 0.25% hits; AID 603; further: potency means the concentration at half of the fitted maximal effect; on the % scale 0 is the no-effect control and ±100 the full control effect
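Reconstituted *E. coli* holoenzyme (0.35 nM Pol III, 1 nM beta, 154 nM SSB, 2 nM primase) was preincubated with compound for 15 min at RT. Synthesis on 1.4 nM ssM13Gori ran 35 min, then was stopped with PicoGreen/EDTA and read as dsDNA fluorescence.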
Hsp90 Hop PPI – changes Hsp90-Hop TPR2A binding signal, up or down | Potency, µM (doses to about 57 µM), for the others: at the highest dose activity change, negative = inhibition | AlphaScreen TPR2A-His6 binding biotin-Hsp90 C-terminal peptide | 71,000 compounds, 0.44% hits | AID 595; active means well fitted curve in either direction with a large enough effect; inconclusive means small, poorly fitted or top-dose-only effect, or another doubt; further: potency means the concentration at half of the fitted maximal effect; on the % scale 0 is the no-effect control and ±100 the full control effect; many of its hits are not listed in these tables
FLuc inh – blocks Photinus pyralis firefly luciferase activity | 72,000 compounds, 2.2% hits | purified firefly luciferase, luminescence, 8 min | Potency, µM (titrated, usually from 57.1 µM), without a hit: top-dose activity change, negative = inhibition, most hits filed as inhibitors | P08659; further: potency means the concentration at half of the fitted maximal effect; on the % scale 0 is the no-effect control and ±100 the full control effect; nearly all actives have a fitted effect of over 40% in size
Target sequence (P08659 whole entry, looked up): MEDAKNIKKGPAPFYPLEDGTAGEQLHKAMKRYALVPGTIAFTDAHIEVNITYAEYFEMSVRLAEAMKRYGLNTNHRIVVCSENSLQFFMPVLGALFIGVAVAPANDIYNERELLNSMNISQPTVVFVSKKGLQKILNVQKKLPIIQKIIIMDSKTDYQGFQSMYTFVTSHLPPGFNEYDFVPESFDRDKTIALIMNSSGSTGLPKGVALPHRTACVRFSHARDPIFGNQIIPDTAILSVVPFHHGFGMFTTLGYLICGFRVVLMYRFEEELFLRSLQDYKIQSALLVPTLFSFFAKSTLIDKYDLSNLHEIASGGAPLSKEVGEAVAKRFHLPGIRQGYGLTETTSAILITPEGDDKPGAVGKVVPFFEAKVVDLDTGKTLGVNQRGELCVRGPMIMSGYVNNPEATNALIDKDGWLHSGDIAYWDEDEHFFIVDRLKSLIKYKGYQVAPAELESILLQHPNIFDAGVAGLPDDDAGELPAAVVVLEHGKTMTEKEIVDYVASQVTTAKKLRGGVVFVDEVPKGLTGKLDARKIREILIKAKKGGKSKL
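Inhibition of light generation by firefly luciferase from ATP and luciferin was profiled with concentration-response curves per sample, ATP held at 10 uM within the enzyme's linear range. Plates were read by luminescence after an 8-minute ambient incubation.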
Active calls of the source: *; i = inactive; u = inconclusive; x = not tested or not shown; [ ] = dose if it differs, or a comment. Unless noted, the call rests on the fitted dose curve; in most records, active means well fitted curve in the direction sought with a large enough effect; inconclusive means small, poorly fitted or top-dose-only effect, or another doubt; inactive means no such curve, though single readings can be large; an effect the other way counts as inactive or inconclusive.

SMILES	15-hLO inh	Texas Red fluor	Rhodamine fluor	HADH2 inh	ERK AVP inh	Tau filament bind	HBB splice mod	CRE Fsk mod	DNA Pol III inh	Hsp90 Hop PPI	FLuc inh
Cc1ccc(-n2c(SCC(=O)Nc3ccc4cn[nH]c4c3)nnc2-c2ccco2)cc1	-11%	i	i	1%	u	132%	-0.6%	u	2%	-2%	-1%
COc1ccc2cc(C#N)c(SCC(=O)N3CCCC3)nc2c1	u	u	i	26%	-21%	6%	-1.4%	19%	-22%	-6%	u
COC(=O)Cn1cc(C(=O)c2cccs2)c2ccccc21	-16%	i	i	13%	-21%	5%	x	-1%	0%	u	-16%
Cn1c(=O)[nH]c(=O)c2c1nc(SCCN1CCCCC1)n2Cc1ccccc1	2%	i	i	11%	2%	-11%	x	7%	-7%	-2%	0%
CC1=C(C#N)C(C)C2=C(CC(C)(C)CC2=O)N1 (stereo not given)	-4%	x	x	u	-3%	17%	0.7%	u	-5%	-2%	4%
COc1cccc(OC)c1C(=O)N1CCN(Cc2ccccc2C(F)(F)F)CC1	u	i	i	0%	u	-8%	0.1%[57.5 µM]	12%	2%	-4%	-1%
COc1ccccc1-c1nc(NCCNC(C)=O)c2ccccc2n1	u	i	i	-16%	8%	-4%	0.9%	u	-5%	1%	0%[2.29 µM]
COC(=O)c1c[nH]n2c(=O)c(Cc3ccc(F)cc3Cl)c(C)nc12	10%	u	i	2%	-11%	3%	-1.7%[57.5 µM]	u	2%	-4%	1%
O=C1COc2ccc(C(=O)CSc3nnnn3-c3ccccc3)cc2N1	-11%	i	i	8%	15%	5%	0.4%[57.5 µM]	1%	-6%	-1%	-1%
C#CCCCO/N=C1/C[C@@H](O)[C@@H](O)[C@@H]2[C@@H]3C(=O)N(CCC(=O)OCC)C(=O)[C@H]3CC[C@@H]12	5%[11.4 µM]	x	x	11%[11.4 µM]	23%[11.5 µM]	x	6.8%[9.22 µM]	x	x	x	0%[11.4 µM]
O=C(COc1ccc(Cl)cc1Cl)Nc1ccc(Cl)cn1	-2%	x	x	-4%	28%	94%	-2.0%	12%	6%	7%	1.3µM*
Cc1c(C)c2c(c(C)c1O)CC[C@@](C)(CN1CCN(c3cc(N4CCCC4)nc(N4CCCC4)n3)CC1)O2	u	i	i	-9%	-2%	13µM*	-0.6%	-4%	6%	u	2%
Cc1nn(C)c(C)c1NC(=O)c1ccc(S(=O)(=O)N(C)C)cc1	9%	i	i	-1%	-1%	-4%	3.1%	u	-3%	-7%	2%
O=C(NC1=NCCS1)c1ccc(-c2ccc(Cl)cc2)o1	-20%	i	i	32µM*	0%	2%	-2.0%	14%	-1%	-11%	7.9µM*
Cn1c(SCC(=O)OCC(=O)c2ccccc2)nnc1-c1cccs1	5%	i	i	-3%	-6%	3%	1.2%	4%	-1%	3%	1%
CCOC(=O)C(O)(CCC(O)(C(=O)OCC)C(=O)OCC)C(=O)OCC	2%	x	x	-2%	-3%	1%	-3.1%	-4%	-3%	-1%	1%
CCN1CCN(c2ccc(-n3c(C)nc4c(cnn4-c4ccccc4Cl)c3=O)cc2)CC1	14%	i	i	1%	6%	-4%	-0.1%	27%	-1%	-1%	-2%
CC(C)(C)NC(=O)Cn1c(=O)oc2ccc(Cl)cc21	5%	x	x	-4%	3%	-2%	1.4%	-1%	2%	-3%	2%
CCCCOc1ccc(-c2ncc(C(=O)O)c(C)n2)cc1	0%	i	i	-14%	-10%	1%	5.0%[0.369 µM]	9%	0%	-1%	-3%
CCOc1cccc2cc(C(=O)NCc3cccnc3)c(=O)oc12	2%	i	i	4%	-4%	3%	4.6%	4%	-11%	-5%	4%
Cc1ccc(C2CC(c3ccc(Cl)cc3)n3nc(N)nc3N2)cc1 (stereo not given)	17%	x	x	-4%	4%	42%	-0.2%	-3%	4%	-3%[2.3 µM]	-2%
CCN(CC)C(=O)CN(Cc1ccccc1)S(=O)(=O)c1ccc(F)cc1	0%	x	x	1%	-10%	4%	-1.5%	-3%	-3%	-4%	2%
CCOC(=O)CCCNC(=O)c1cncc(Br)c1	-5%	x	x	0%	1%	12%	3.9%	-2%	1%	-1%	-3%
COc1ccc(C(=O)[C@H]2[C@H]3[C@@H](C(=O)[C@@H]4OC[C@H]3O4)[C@H]3C=Cc4ccccc4N32)c(OC)c1	x	i	i	-29%	x	-18%	x	-21%	0%	u	-10%[11.4 µM]
CC(=O)N1CCC2(CCCN(c3ncccn3)C2)CC1	-1%	i	i	-5%	17%	-2%	1.4%	-2%	-3%	3%	0%[11.4 µM]
CCOC(=O)CSC1=Nc2ccccc2C2=NC(CC(=O)NCc3cccs3)C(=O)N12 (stereo not given)	0%	i	i	1%	-11%	-57%	0.9%	u	5%	5%	2%
O=C1OC(Nc2nccs2)c2ccccc21 (stereo not given)	-1%	i	i	-2%	8%	-7%	1.0%[1.84 µM]	22%	2%	-3%	3%
Cc1cc(C)nc(NC(=NCCc2c[nH]c3ccccc23)NC(=O)c2ccco2)n1	-11%	u	i	8%	-18%	106%	3.9%[1.84 µM]	u	3%	0%	0%
COc1ccc2c(c1)C(C)=CC(C)(C)N2C(=O)CSc1nnc(-c2ccc(C)cc2)o1	-15%[11.4 µM]	x	x	-8%[11.4 µM]	-20%	28%[11.4 µM]	-3.1%[0.0738 µM]	u	-10%[11.4 µM]	2%[11 µM]	1%
N#Cc1ccc(CSc2nnc(-c3cccnc3)n2-c2ccccc2)cc1	0%	u	i	-3%	u	-13%	-0.7%	-26%	-10%	-5%	0%
N#Cc1ccsc1NC(=O)c1ccccn1	22%	i	i	18%	-23%	-17%	-1.0%	6%	-5%	u	7%
Cc1ccc(NC(=O)CSc2nnc(Cn3c(=O)sc4ccccc43)n2C)cc1Cl	0%	x	x	3%	-4%	i	-0.9%	5%	-12%	-8%[2.3 µM]	-2%
Fc1cccc(Cl)c1Cn1nnc2c(N3CCC4(CC3)OCCO4)ncnc21	-5%	i	i	14%	-24%	9%	x	5%	1%	1%	-5%
Cc1ccccc1OCc1nc(-c2ccc(NC(=O)c3ccco3)cc2)no1	-4%	u	i	u	15%	111%	-0.8%	5%	5%	5%	-25%
O=C(CNC1CCCCCC1)Nc1ccc(S(=O)(=O)NC2CC2)cc1	-3%	i	i	5%	-19%	-4%	-3.2%	7%	-5%	-15%	0%
COC(=O)[C@@H]1CC[C@H](C)[C@@H](c2ccc(C)cc2)N1C(=O)c1ccc(/C=N\O[C@@H](C)c2cn([C@H]3COC[C@H]3O)nn2)cc1	-11%[11.4 µM]	x	x	9%[11.4 µM]	30%[activator][11.5 µM]	x	-0.6%[9.22 µM]	x	x	x	-1%[11.4 µM]
O=C(CCCCCn1c(=S)[nH]c2cc3c(cc2c1=O)OCO3)N1CCN(Cc2ccccc2)CC1	-3%	i	i	5%	4%	211%	0.2%[0.369 µM]	u	1%	-9%	1%
CCC(C)[C@H](NC(=O)Nc1ccc(C(C)=O)cc1)C(=O)OC (stereo not given in full)	-1%	i	i	2%	0%	-4%	-0.9%[57.5 µM]	-3%	9%	0%	0%
COc1ccc(-c2cc(C(=O)Nc3ccccc3SC)no2)cc1OC	-12%	i	i	-30%	4%	25%	-1.0%	-10%	2%	3%	0%
Cn1c(Cn2c(=O)sc3ccccc32)nnc1SCC(=O)N1CCc2ccccc21	13%	x	x	1%	-11%	13%	-0.3%	-5%	-4%	-4%[2.3 µM]	1%
COC(=O)c1sccc1NC(=O)Cn1cnc2c1c(=O)n(C)c(=O)n2C	7%	i	i	-5%	-3%	-7%	2.5%	6%	-1%	0%	1%
CCN(CC)S(=O)(=O)c1ccc(NC2CCCc3ccccc32)nc1 (stereo not given)	u	i	i	10%	21%	-17%	-2.2%	3%	0%	6%	-1%
O=C1c2ccccc2C(Nc2ccc(S(=O)(=O)N3CCCCC3)cc2)N1c1ccccn1 (stereo not given)	4%	x	x	4%	-23%	5%	1.2%	-6%	2%	-5%[2.3 µM]	-1%
Cc1nn(CC(=O)NCC2CCCO2)c(=O)c2ccccc12 (stereo not given)	3%	i	i	-15%	-3%	-4%	-1.4%[0.369 µM]	-12%	-1%	-5%	-1%
O=C(CN1C(=O)C2(OCCO2)c2ccccc21)c1ccc(F)cc1	-2%	i	i	14%	-1%	15%	0.6%	-19%	-8%	-1%	1%

This is a subset; the hit share may differ from the screen's.
